CXCR6 block: CXCR6 receptor inhibitors, primary screen, cell-based, beta-arrestin, luminescence, CHO-K1 PathHunter, 1536-well. actives 0.36% (n = 360,000). inhibition, % at 20 µM. C-X-C chemokine receptor type 6 (Homo sapiens), O00574; in the data active means inhibition above about 34%, passing the limit was not always enough;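 further: antagonist mode with CXCL16 agonist at 10 nM final; 0% = 10 nM CXCL16 with DMSO and 100% = unstimulated wells without agonist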
UBC13 inh: UBC13 polyubiquitin chain formation inhibitors, primary screen, biochemical, TR-FRET, uHTS. Ubiquitin-conjugating enzyme E2 N (Homo sapiens), P61088. inhibition, % at 20 µM. actives 0.47% (n = 330,000). AID 485273, 2010; in the data active means inhibition above about 45%, passing the limit was not always enough
Target sequence (P61088 whole entry, looked up): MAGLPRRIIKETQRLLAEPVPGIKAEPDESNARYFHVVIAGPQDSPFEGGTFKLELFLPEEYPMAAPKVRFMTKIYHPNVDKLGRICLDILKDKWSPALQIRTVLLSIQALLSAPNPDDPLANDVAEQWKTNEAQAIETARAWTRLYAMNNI
APJ antagonist: antagonists of human apelin receptor APJ, primary screen, CHO-K1 cells, beta-arrestin complementation, luminescence. P35414. inhibition, % at 20 µM. actives 0.32% (n = 330,000). AID 2521, 2010;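 active means inhibition above about 40% at 20 µM, limit read from the data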;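 further: cells challenged with 10 nM apelin-13 agonist together with compound; plate controls were apelin-13 plus DMSO wells for no effect and DMSO wells lacking apelin-13 for full effect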
CCR6 antagonist: CCR6 receptor antagonists, primary screen, cell-based, CHO-K1, luminescence, beta-arrestin, uHTS; C-C chemokine receptor type 6 (Homo sapiens), P51684; CHO-K1 CCR6 PathHunter beta-arrestin, CCL20-stimulated; inhibition, % at 20 µM; actives 0.49% (n = 340,000); AID 493098, 2011;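 active means compounds whose inhibition of the agonist-driven luminescence signal at 20 µM reaches about 50%, limit read from the data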;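 further: cells stimulated with CCL20 at 14 nM final; plate controls were DMSO with CCL20 for no effect and DMSO without agonist for full effect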
Target sequence (P51684 whole entry, looked up): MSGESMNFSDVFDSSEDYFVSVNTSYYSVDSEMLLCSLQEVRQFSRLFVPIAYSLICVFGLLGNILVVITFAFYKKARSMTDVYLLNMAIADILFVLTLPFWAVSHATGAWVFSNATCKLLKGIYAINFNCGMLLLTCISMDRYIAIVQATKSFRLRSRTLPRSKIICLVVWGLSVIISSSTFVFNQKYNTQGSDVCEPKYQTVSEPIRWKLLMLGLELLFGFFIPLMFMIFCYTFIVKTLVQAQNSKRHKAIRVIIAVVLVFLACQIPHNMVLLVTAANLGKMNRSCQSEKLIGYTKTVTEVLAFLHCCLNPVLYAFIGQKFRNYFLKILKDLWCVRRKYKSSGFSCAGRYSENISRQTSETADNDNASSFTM
ATG4B inh: ATG4B protease inhibitors, primary screen, biochemical, fluorescence, uHTS; Cysteine protease ATG4B (Homo sapiens), Q9Y4P1; ATG4B cleavage of LC3-PLA2, NBD-HPC fluorescence, 1 h; inhibition, % at 8.33 µM; actives 0.51% (n = 340,000); AID 504462, 2011; in the data active means inhibition above about 40%
APJ ag: agonists of human apelin receptor APJ, primary screen, CHO-K1 cells, PathHunter beta-arrestin, luminescence; P35414; 0% DMSO wells, 100% apelin; activation, % at 20 µM; actives 0.11% (n = 330,000);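 active means activation more than six SD over the plate average, tested at 20 µM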;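 further: 0% = DMSO alone and 100% = apelin-13 at 10 nM; some results filed as inactive read as strong as hits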
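Assay system: engineered CHO-K1 APJ arrestin reporter cells; Amount: 1000 CHO-K1 reporter cells seeded per well; Dosing: one dose, 20 µM compound, 1% DMSO; Times: compound stimulation 90 min at 25 °C, detection 60 min; Measured by: luminescent beta-gal fragment complementation, chemiluminescent substrate; Read-out: APJ–arrestin association signal; Controls: DMSO vs Apelin-13 10 nM.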
Gli-Sufu antag: Gli-Sufu pathway antagonists, primary screen, luciferase luminescence, Sufu-KO-LIGHT cells, uHTS | AID 588413, 2011 | actives 0.74% (n = 340,000) | Sufu-KO-LIGHT fibroblasts, Gli luciferase reporter luminescence | inhibition, % at 5 µM;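 active means inhibition above about 55%, limit read from the data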;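 further: 0% = DMSO-treated cells and 100% = wells with medium but no cells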
EBI2 antag: EBI2 receptor antagonists, beta-arrestin recruitment, primary screen, cell-based, luminescence, 7a,25-OHC stimulation, uHTS; inhibition, % at 5 µM; 7a,25-OHC stimulated; G-protein coupled receptor 183 (Homo sapiens), P32249; actives 0.81% (n = 360,000); in the data active means inhibition above about 38%;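 further: enzyme fragment complementation signal reports receptor beta-arrestin coupling in cells; 0% = agonist plus DMSO wells and 100% = wells without agonist; some results beyond the cut were filed as inactive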
Target sequence (P32249 whole entry, looked up, the tested form may be a part): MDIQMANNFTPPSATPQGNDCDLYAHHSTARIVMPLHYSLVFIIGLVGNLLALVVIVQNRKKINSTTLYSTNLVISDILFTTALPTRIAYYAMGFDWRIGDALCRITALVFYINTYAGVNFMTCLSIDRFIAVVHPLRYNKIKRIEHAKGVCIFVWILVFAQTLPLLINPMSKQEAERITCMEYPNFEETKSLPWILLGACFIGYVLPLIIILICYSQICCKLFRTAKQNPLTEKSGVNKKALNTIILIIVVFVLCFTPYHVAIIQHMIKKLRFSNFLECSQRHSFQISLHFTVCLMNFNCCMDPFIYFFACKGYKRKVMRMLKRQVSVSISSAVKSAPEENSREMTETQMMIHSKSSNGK
* = called active by the depositor; / = no result given.

Every second line gives: CXCR6 block	UBC13 inh	APJ antagonist	CCR6 antagonist	ATG4B inh	APJ ag	Gli-Sufu antag	EBI2 antag
> O=C(NCC(O)c1ccc([N+](=O)[O-])cc1)Nc1ccccc1 (stereo not drawn)
→ -8.8	2.6	7.4	4.2	-3.3	-0.6	6.4	-3.0
> O=C(Oc1ccc([N+](=O)[O-])cc1)c1cncc(Br)c1
→ 8.5	-0.4	18.0	10.6	0.1	-4.1	-5.2	3.7
> O=C(O)c1ccc(Nc2ccc(Cl)c(Cl)c2)c([N+](=O)[O-])c1
→ 3.7	-21.3	6.3	15.0	-0.8	1.4	1.3	-5.7
> CCCCCOc1ccc(NC(=O)c2cc(SC)ccc2Cl)cc1
→ 0.8	-4.6	-7.9	5.3	-1.6	-3.6	2.3	18.1
> C=C(C)Cn1c(C)cc(C)c(S(=O)(=O)c2cccc(C)c2)c1=O
→ 6.9	1.9	6.2	4.2	-0.5	-2.5	3.3	11.7
> Clc1ccc(CNc2ncccn2)cc1
→ 4.3	/	/	-3.5	-2.3	/	5.8	-9.2
> COc1ccc(C(=O)N2CCN(c3ccc(C(C)=O)cc3)CC2)cc1S(=O)(=O)N1CCCC1
→ 5.9	-15.6	-7.6	5.0	-16.9	-2.6	-17.3	0.6
> CCCCNC(=O)c1cccc2c(=O)c(C)c(-c3ccccc3)oc12
→ -2.3	-6.3	2.2	18.6	-5.8	-2.2	13.4	18.2
> C/C(=N\NC(=O)c1cc(C(C)C)[nH]n1)c1ccncc1
→ -4.7	-2.9	-12.8	3.0	-1.3	-0.5	14.9	-1.9
> COc1ccc2[nH]c3c(=O)n(Cc4ccncc4)cnc3c2c1
→ 3.7	31.7	2.2	-1.3	-5.9	-0.9	-12.2	-1.4
> Cc1nc2ccccc2c(=O)n1Cc1ccc([N+](=O)[O-])cc1
→ -3.0	-2.1	13.7	8.4	-2.6	-2.0	5.2	-6.9
> C[C@]12c3[nH]c4ccccc4c3CCN1C(=O)C(CC(=O)NCc1ccco1)C[C@@H]2C(=O)N1CCCCC1 (stereo partly drawn)
→ 2.9	9.2	-7.0	5.4	/	0.6	17.2	2.9
> Cc1ccc(/C=C/C(=O)Nc2cc(C)on2)cc1
→ -1.7	-15.1	12.3	8.5	6.4	-4.9	-77.0	0.4
> CN1CCN(CC(=O)N2c3ccc(S(=O)(=O)NCCNC(=O)OC(C)(C)C)cc3C(=O)Nc3cccnc32)CC1
→ -3.6	-5.2	13.3	3.1	4.8	4.3	11.2	-8.8
> CSc1ccc(CCNC(=O)CCc2nnc3ccc(N4CCC5(CC4)OCCO5)nn23)cc1
→ 3.7	-7.2	6.1	1.9	2.9	-5.2	-4.3	2.7

The last 3 entries of the part above come first, to join the parts.
Every second line gives: CXCR6 block	UBC13 inh	APJ antagonist	CCR6 antagonist	ATG4B inh	APJ ag	Gli-Sufu antag	EBI2 antag
> Cc1ccc(/C=C/C(=O)Nc2cc(C)on2)cc1
→ -1.7	-15.1	12.3	8.5	6.4	-4.9	-77.0	0.4
> CN1CCN(CC(=O)N2c3ccc(S(=O)(=O)NCCNC(=O)OC(C)(C)C)cc3C(=O)Nc3cccnc32)CC1
→ -3.6	-5.2	13.3	3.1	4.8	4.3	11.2	-8.8
> CSc1ccc(CCNC(=O)CCc2nnc3ccc(N4CCC5(CC4)OCCO5)nn23)cc1
→ 3.7	-7.2	6.1	1.9	2.9	-5.2	-4.3	2.7
> CC1(C)CC(=O)C(C(C2=C(O)CC(C)(C)CC2=O)c2ccc(Cl)c([N+](=O)[O-])c2)C(=O)C1 (stereo not drawn)
→ -1.3	-9.0	11.2	4.2	-2.5	-3.1	-2.1	3.2
> CCC(C)CCN1C(N(C)C)=NC[C@@H]1CC(C)C (stereo partly drawn)
→ 6.1	17.1	-3.3	15.2	2.4	3.5	70.7*	7.2
> COC(=O)c1ccc(NC(=O)COc2ccc(C3C(C#N)=C(N)Oc4c3ccc3ccccc43)cc2OC)cc1 (stereo not drawn)
→ 6.3	-11.9	-1.0	-18.7	-9.0	0.2	-13.2	16.9
> COC(=O)c1cc(C(=O)c2ccc(Cl)cc2Cl)cn1C
→ -7.9	0.1	-9.1	7.6	-8.1	1.6	-5.6	-10.6
> CCOCCCNC(=O)c1ccccc1SCC
→ -6.5	-8.1	-7.9	0.5	-4.1	7.5	-1.4	1.0
> CC1CCCN(CC(O)CN)C1 (stereo not drawn)
→ 0.5	-10.7	-4.4	5.0	-6.0	-0.3	9.3	-9.0
> O=C(COC(=O)c1ccc2c(c1)OCCO2)NCCc1ccc(F)cc1
→ 4.7	-1.6	-4.2	9.8	-3.6	1.4	-4.0	4.8
> CC(C)(C)CN1C(N)=NC[C@@H]1c1ccccc1
→ -2.4	0.9	-56.6	2.0	4.2	-5.3	5.1	-8.3
> O=C(N/N=C\c1ccc(Oc2ccccc2)cc1)c1csnn1
→ 5.1	-1.0	23.4	17.4	-8.5	-2.8	-85.1	-0.2
> CCc1nnc(NC(=O)C(C)Sc2ccccc2)s1 (stereo not drawn)
→ 0.3	-5.3	-9.1	3.3	-22.9	-3.9	1.8	-1.1
> CCOC(=O)C(Nc1ccc2ccccc2c1)C(=O)OCC
→ -11.8	-36.6	-23.5	6.6	-6.4	3.1	-2.3	-6.4
> CCOc1cc(/C=C(/C#N)c2ccc(Cl)cc2)cc(Cl)c1OCC(=O)O
→ 1.3	/	/	15.4	10.9	/	36.7	-3.4
> Nc1ccc(Oc2ncccn2)cc1
→ -27.4	-7.2	-33.6	-20.2	-10.3	6.7	-12.4	6.3
> CS(=O)(=O)N1CC2CCCN2c2ccc(C(F)(F)F)cc21 (stereo not drawn)
→ 4.8	6.2	12.7	-1.9	-8.0	-0.8	5.2	-0.7
> CCOC(=O)N1CCN(c2ccc(C(=O)CC)cc2F)CC1
→ -6.0	10.3	19.3	-2.9	-0.2	-1.9	-13.4	1.9
> COc1ccc(OC)c(C2=NS(=O)(=O)N(C)C(C(=O)Nc3cccc(C(C)=O)c3)=C2)c1
→ 10.7	-9.2	-11.9	24.8	-22.8	-4.0	5.1	15.1
> O=C(COc1ccccc1C(=O)Nc1ccccc1)c1ccc(F)cc1
→ 1.7	3.7	-17.3	-2.3	-13.1	0.8	-0.2	-16.1
> N=C1C(c2nc3ccccc3c(=O)[nH]2)=C(O)CN1CCc1ccccc1
→ -2.9	15.9	-10.4	10.0	-7.1	0.6	7.9	2.8
> CCOc1cc(C2c3c(n[nH]c3C)C(=O)N2c2ccc(Br)cc2)ccc1O (stereo not drawn)
→ 3.3	6.2	7.8	6.9	-17.3	-3.0	3.4	3.6
> CC(=O)Nc1ccc(NC(=O)CC23CC4CC(CC(C4)C2)C3)cc1
→ 0.7	3.5	3.0	12.4	-6.7	0.6	31.7	-0.8
> C/C(CC(=O)Nc1c(Cl)cccc1C(F)(F)F)=N\NC(=O)c1cnccn1
→ 6.2	-6.4	-2.4	9.2	5.5	-2.5	-1.7	4.6
> O=C(c1ccc(F)cc1)C1CCN(C(=S)NCC2CCCO2)CC1 (stereo not drawn)
→ -7.4	-4.4	-2.1	-0.4	-0.7	-2.9	62.6*	51.1*
> Cc1ccccc1CS(=O)(=O)CC(O)CN1CCCC1=O (stereo not drawn)
→ 3.2	5.8	10.3	-9.0	-7.8	-3.9	-3.7	3.2
> CCCc1cc(=O)[nH]c(SCc2nc3ccccc3o2)n1
→ 4.5	1.9	19.0	15.6	-2.4	2.3	6.1	6.5
> O=C(c1ccc(Cl)cc1)N1CCCC(C(=O)N2CCCCC2)C1 (stereo not drawn)
→ -14.1	2.2	6.8	0.9	1.6	-2.5	-9.5	-1.9
> O=C(c1cc2cc(Cl)ccc2oc1=O)N1CCOCC1
→ -6.7	3.4	-6.4	2.6	-7.1	-0.9	1.7	-8.4
> CCOC(=O)N1CCC(NC(=O)CN2C(=O)CCSc3ccccc32)CC1
→ 4.8	-16.5	-8.7	-1.1	-0.7	-1.5	3.0	-0.8
> C#CCSc1n[nH]c(=O)n1-c1cccc(C(F)(F)F)c1
→ -2.4	8.8	18.1	-3.5	4.4	-2.8	-8.4	-4.1
> CCCC(=O)Nc1cc2c3c(c1)C(C)C(=O)N3CCC2 (stereo not drawn)
→ -5.7	-5.2	4.7	-3.8	6.8	-7.9	-0.2	2.9
> Cc1c(C(C)NC(=O)Nc2ccc(F)cc2F)cnn1C (stereo not drawn)
→ -12.2	-19.1	12.0	-1.2	-5.7	-0.9	5.1	-16.4
> CCCOc1ccc(-c2c(C(=O)N/N=C/c3ccncc3)nnn2-c2nonc2N)cc1
→ -4.0	1.8	-6.9	-11.9	-4.4	1.2	4.1	-4.2
> COc1cccc(C(=O)Nc2nnc(SCC(=O)NC3CC3)s2)c1
→ 1.9	8.3	2.1	5.1	4.2	0.0	-6.1	8.1
> CCOC(=O)c1[nH]c2ccccc2c1NC(=S)Nc1ccccc1
→ -9.3	-10.8	-3.2	6.0	-11.5	-1.8	-5.7	-8.2
> CCOC(=O)c1c(C)[nH]c(C)c1C(=O)COC(=O)/C=C/c1cccc(C(F)(F)F)c1
→ 2.4	/	/	2.6	-2.0	/	-1.4	1.5
> Cc1cc(NS(=O)(=O)c2ccc(NC(=O)CN3C(=O)c4ccccc4C3=O)cc2)nc(C)n1
→ 1.7	-4.2	13.4	0.2	-0.1	-1.0	2.6	-16.2
> O=C(CN1C(=O)c2ccccc2S1(=O)=O)NCCSCc1c(F)cccc1Cl
→ -2.4	6.2	1.5	9.4	-0.5	-3.9	-5.3	1.0
> CS(=O)(=O)c1ccc2nc(NC(=O)c3ccc(NS(=O)(=O)c4cccc([N+](=O)[O-])c4)cc3)sc2c1
→ -6.8	-7.5	-1.1	13.2	-5.7	-2.3	7.6	-12.6
> COc1ccc(C)cc1NC(=O)C(=O)N/N=C(\C)CC(=O)Nc1cccnc1
→ 0.7	-0.7	-14.1	-2.7	-6.3	-2.2	-3.8	-9.9
> Cc1ccc(S(=O)(=O)N2CCCCC2)cc1NC(=O)c1cc2ccccc2o1
→ 8.9	-6.1	1.9	16.6	0.0	-4.2	-0.4	9.2
> CCOc1cc(C(=O)N(C)Cc2cc3cc(OC)ccc3[nH]c2=O)cc(OCC)c1OCC
→ 6.5	2.9	4.4	17.7	-1.2	1.2	8.9	-4.4
> Cc1cccc(NC(=O)CSc2nc(C)nc3c2c(=O)n(C)c(=O)n3C)c1
→ -3.3	/	/	6.8	1.1	/	-0.2	-1.5
> O=C(COc1ccc(Cl)cc1)NCC(=O)N/N=C/c1cccs1
→ 0.0	-12.1	-2.5	14.0	1.2	-1.0	4.2	8.5
> Cc1ccc(NC(=O)C2CC(=O)N(c3ccccc3Cl)C2)cc1S(=O)(=O)N1CCOCC1 (stereo not drawn)
→ -4.2	/	/	7.1	-8.9	/	0.7	-3.6
> CN(C)CC(=O)Nc1ccc(S(N)(=O)=O)cc1
→ -9.7	-1.8	16.6	-2.7	-1.8	-2.1	-61.9	2.0
> Cc1ccc(NC(=S)N(CCN(C)C)C(C)c2ccco2)cc1C (stereo not drawn)
→ -2.1	-6.0	2.3	6.2	2.0	-3.2	20.3	-13.7
> C[C@]12c3[nH]c4ccc(Cl)cc4c3CCN1C(=O)[C@@H](CC(=O)NCCc1ccccn1)C[C@@H]2C(=O)N1CCOCC1
→ 3.1	/	/	1.7	-9.7	/	3.0	-8.5
